Assay outcomes deposited in PubChem by National Center for Advancing Translational Sciences (NCATS).
L3MBTL1 inh: inhibitors of human L3MBTL1 | Q9Y468 | AlphaScreen L3MBTL1–H3K9me1 peptide binding | Potency, µM (top dose mostly 57.1 µM), without a hit: at the top dose activity, negative = inhibition, hits mostly inhibitors | 230,000 compounds, 0.66% hits; also: nearly all actives have a fitted effect of over 60% in size
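Read-out is AlphaScreen signal from streptavidin donor and nickel chelate acceptor beads (10 ug/mL final each) bridging L3MBTL1 (50 nM) and biotinylated K9-monomethylated H3(1-15) peptide (75 nM), after 30 min compound exposure at room temperature.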
TRb SRC2 PPI: disrupts binding of human TR beta to SRC2; TRbeta-SRC2 peptide binding, fluorescence polarization; receptor liganded with 1 µM T3; 280,000 compounds, 0.065% hits; Potency, µM (titrated, usually from 106 µM), for the others: at the highest dose activity change, negative = inhibition, hits mostly inhibitors; AID 1469;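 also: plate controls were bound peptide for no effect and peptide without receptor for full effect; nearly all actives have a fitted effect of over 50% in size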
Target sequence (P10828 whole entry, looked up): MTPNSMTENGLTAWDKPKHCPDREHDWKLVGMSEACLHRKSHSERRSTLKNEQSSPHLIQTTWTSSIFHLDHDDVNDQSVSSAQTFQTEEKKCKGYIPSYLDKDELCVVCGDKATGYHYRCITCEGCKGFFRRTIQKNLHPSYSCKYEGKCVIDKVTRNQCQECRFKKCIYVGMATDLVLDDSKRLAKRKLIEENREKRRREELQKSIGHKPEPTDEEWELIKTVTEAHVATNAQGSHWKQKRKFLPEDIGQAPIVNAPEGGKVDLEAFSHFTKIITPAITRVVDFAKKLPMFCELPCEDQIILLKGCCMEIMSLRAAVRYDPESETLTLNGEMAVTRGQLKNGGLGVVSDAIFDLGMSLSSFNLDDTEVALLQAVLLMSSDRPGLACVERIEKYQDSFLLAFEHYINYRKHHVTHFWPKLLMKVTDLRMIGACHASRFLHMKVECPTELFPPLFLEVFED
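Each compound concentration gave % activity, normalized to unbound and bound Texas Red SRC2 controls, from polarization read after 5 hr ambient incubation with T3-loaded human TRb LBD.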
Tau ThT inhib: inhibitors of human tau fibril formation, thioflavin T binding. P10636. recombinant tau K18 P301L, heparin-induced fibrillization, ThT fluorescence. Potency, µM (series often up to 57.4 µM), for the others: top-dose activity, negative = inhibition, hits mostly inhibitors. 270,000 compounds, 2.1% hits; also: nearly all actives have a fitted effect of over 55% in size
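In this qHTS, human K18 P301L tau is incubated with compound and heparin for 6 hr at 37 C, and Thioflavin T fluorescence then reports fibril load.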
TexasRed fluor: alters Texas Red total fluorescence, flagging assay interference; TRb/SRC2 Texas Red total fluorescence interference; Potency, µM (highest dose often 106 µM), for inactives: top-dose fluorescence change, negative = quenching; 280,000 compounds, 0.29% hits; AID 1479; active = well fitted curve in either direction with a large enough effect; inconclusive = small, poorly fitted or top-dose-only effect
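Human TRβ ligand-binding domain (0.6 uM) and Texas Red SRC2 peptide (20 nM) in Tris buffer with 1 uM T3 and 5% DMSO were incubated with pinned compound for 5 hr at ambient temperature. Total fluorescence was computed as S + 2P (555/632 nm).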
ALDH1A1 block: inhibitors of human aldehyde dehydrogenase 1A1; P00352; Purified ALDH1A1, NADH fluorescence, propionaldehyde substrate; Potency, µM (series often up to 75.3 µM), for the others: top-dose activity, negative = inhibition, actives largely listed as inhibitors; 220,000 compounds, 7.3% hits; AID 1030; active = well fitted inhibition curve with a large enough effect, not every such curve was filed as active; inconclusive = small, poorly fitted or top-dose-only effect, or another doubt; inactive = no such curve, though single readings can be large or run the other way;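 also: plate controls were no enzyme wells and a reference inhibitor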
Target sequence (P00352 whole entry, looked up): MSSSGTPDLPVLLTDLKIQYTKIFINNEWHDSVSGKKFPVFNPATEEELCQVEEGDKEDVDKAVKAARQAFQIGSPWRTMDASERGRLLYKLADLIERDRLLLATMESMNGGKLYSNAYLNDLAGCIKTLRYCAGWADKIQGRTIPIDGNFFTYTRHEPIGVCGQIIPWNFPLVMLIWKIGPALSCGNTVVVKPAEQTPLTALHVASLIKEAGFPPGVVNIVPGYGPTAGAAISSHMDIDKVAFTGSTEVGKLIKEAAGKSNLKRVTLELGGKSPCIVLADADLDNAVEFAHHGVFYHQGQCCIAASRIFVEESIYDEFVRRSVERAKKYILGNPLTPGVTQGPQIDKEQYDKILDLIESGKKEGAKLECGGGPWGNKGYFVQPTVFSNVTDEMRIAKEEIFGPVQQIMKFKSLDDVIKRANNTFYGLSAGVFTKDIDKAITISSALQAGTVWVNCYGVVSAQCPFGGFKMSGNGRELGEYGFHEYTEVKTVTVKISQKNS
Tau fluor cs: counter-screen for tau fibril formation inhibitors | tau K18 P301L (four-repeat tau fragment) Alexa594 fluorescence, heparin fibrillization | Potency, µM (highest dose often 57.7 µM), for the others: top-dose activity change, negative = decrease | 280,000 compounds, 0.93% hits; also: nearly all actives have a fitted effect of over 55% in size
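Human K18 P301L tau (15 uM unlabeled plus 0.24 uM Alexa 594-labeled, final) in 100 mM sodium acetate pH 7 was mixed with compound and 20 uM heparin and incubated 6 hr at 37 C.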
aGal spleen mod: inhibits or activates alpha-galactosidase in human spleen homogenate; P06280; Potency, µM (series often up to 80 µM), for the others: top-dose activity change, negative = inhibition, most hits filed as inhibitors; human spleen homogenate, 4MU-alpha-Gal fluorescence, 40 min; 240,000 compounds, 0.008% hits;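 also: 0% = enzyme with vehicle and -100% = no enzyme basal signal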
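Human spleen homogenate (1 ug) was the enzyme source, with 4-methylumbelliferyl-alpha-D-galactopyranoside (1 mM final) in pH 5.0 citrate buffer with 0.01% Tween-20. Compounds were titrated; after 40 min at 37C, NaOH/glycine stop, 4-MU fluorescence read; AC50 from Hill fits.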
Tau fibril FP: blocks human tau fibril formation measured by polarization. P10636. K18 P301L tau heparin fibrillization, Alexa594 FP, 6 h. Potency, µM (highest dose often 57.7 µM), for the others: at the top dose activity, negative = inhibition, most hits filed as inhibitors. 280,000 compounds, 0.39% hits; also: nearly all actives have a fitted effect of over 55% in size
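K18 P301L tau (15 uM unlabeled/0.24 uM Alexa 594-labeled, final) + compound + heparin 20 uM final; 100 mM NaOAc pH 7; 6 hr 37 C; ThT 30 uM final added, 1 hr RT; FP ex 555/em 632 nm.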
* = called active by the depositor; ? = inconclusive; . = no result given; & = joins results of further samples; [ ] = another dose, or the depositor's remark. Unless noted, calls follow the shape of the dose curve; as a rule, active = well fitted curve in the direction sought with a large enough effect; inconclusive = small, poorly fitted or top-dose-only effect, or another doubt; inactive = no such curve, though single readings can be large; an effect the other way counts as inactive or inconclusive. Unless noted, % is scaled to controls: 0 for no effect and ±100 for the full control effect; potency is read from the fitted curve at half-maximal effect.

1	CC(=O)OCC1OC(Oc2cc(OC(C)=O)c3c(=O)cc(-c4ccc(OC(C)=O)c(OC(C)=O)c4)oc3c2)C(OC(C)=O)C(OC(C)=O)C1OC(C)=O (stereo not given)
2	COc1ccc(N(CC(=O)NCc2ccccc2C)S(=O)(=O)c2ccccc2[N+](=O)[O-])c(OC)c1
3	O=C(c1cccc(Br)c1)N1CCN(c2cnn(-c3ccccc3)c(=O)c2Cl)CC1
4	Cc1ccc(Cn2cccc2/C=C2/C(=N)N3C=CSC3=NC2=O)cc1
5	CCOc1ccc(OCC(=O)Nc2ccccc2C(F)(F)F)cc1
6	COCCCN(C(=S)Nc1cc(Cl)cc(Cl)c1)C(C)c1ccncc1 (stereo not given)
7	CCN(C(=O)Cn1ncc2c(=O)oc3ccc(C)cc3c21)c1cc(OC)ccc1OC
8	O=C(/C=C/c1ccccc1)N1CCN(CCN2C(=O)c3cccc4cccc(c34)C2=O)CC1

Screen / compound no.	1	2	3	4	5	6	7	8
L3MBTL1 inh	.	-15%	1%	-13%	19%	-2%	.	-1%
TRb SRC2 PPI	7%	3%	8%	13%	-1%	-8%	-7%	1%
Tau ThT inhib	?	-13%	-3%	-8%	-9%	-7%	6%	?
TexasRed fluor	-4%	1%	1%	-7%	-5%	5%	-1%	1%
ALDH1A1 block	-2%	13%	?	15%	9%	-8%	.	?
Tau fluor cs	?	-25%	-4%	-7%	-17%	-18%	-5%	-9%
aGal spleen mod	8%	-6%	-5%	1%	7%	6%	.	8%
Tau fibril FP	?	6%	-1%	-7%	-3%	-5%	-2%	?

9	COC1OC(CO)C(OC2OC(C(=O)O)C(OC3OC(COS(=O)(=O)O)C(OC4OC(C(=O)O)C(OC5OC(CO)C(OC6OC(C(=O)O)C(OC7OC(COS(=O)(=O)O)C(OC8OC(C(=O)O)=C[C@H](O)C8OS(=O)(=O)O)C(O)C7NC(C)=O)[C@@H](O)C6O)C(O)C5NC(C)=O)[C@@H](O)C4O)C(O)C3NC(C)=O)[C@@H](O)C2O)C(O)C1NC(C)=O (stereo not given in full)
10	CCNS(=O)(=O)c1ccc(S(=O)(=O)N(Cc2ccccn2)C2CCCCC2)cc1
11	Cc1ccc(C)c(NC(=S)N(CCc2ccncc2)C(C)C)c1
12	CCN(C(=O)C(=O)Nc1ccc2nc3n(c(=O)c2c1)CCCCC3)c1ccc(F)cc1
13	FCCCOc1ccc(-c2ccnc3ncnn23)cc1
14	COC(=O)C1CCN(C(=O)NC(C)(C)C)CC1
15	C[C@@H]1C(c2cccc(Cl)c2)=NN(c2ccc(Br)cc2)[C@H]1C(=O)N1CCOC1=O
16	COn1c(=O)c(=O)n(O)c2ccccc21

Screen / compound no.	9	10	11	12	13	14	15	16
L3MBTL1 inh	.	-1%	.	.	3%	-2%	103%[activator]	14%
TRb SRC2 PPI	-9%	-5%	-1%	-1%	-5%	-5%	3%	5%
Tau ThT inhib	-2%	-12%	3%	-1%	-7%	-9%	?	-2%
TexasRed fluor	0%	4%	0%	0%	-2%	-4%	-2%	-6%
ALDH1A1 block	-3%	-5%	7%	.	.	3%	?	-2%
Tau fluor cs	-9%	-11%	-10%	-11%	5%	1%	14µM*[quencher]	-4%
aGal spleen mod	-28%	2%	2%	.	?	-4%	?	5%
Tau fibril FP	-12%	1%	-13%	-4%	6%	2%	-7%	-6%

17	CC(C)NC(=O)[C@H](CSCc1ccccc1)N1Cc2ccccc2C1=O
18	CCN(Cc1ccccc1)C(c1ccc(C)cc1)c1nnnn1C(C)(C)CC (stereo not given)
19	COCC(C)N=C1NN=C(c2cccs2)C(CC(=O)O)S1 (stereo not given)
20	CCCc1cc(N2CCCC(C(=O)NCC)C2)n2ncnc2n1 (stereo not given)
21	COc1ccccc1OCCNC(=O)c1cccs1
22	Cn1c(=O)n(C)c2cc(/C=C(/C#N)C(=O)NCc3ccco3)ccc21
23	COC(=O)C1=CN(Cc2ccc(OC)c(OC)c2)C=C(C(=O)OC)C1c1cccs1
24	Cn1c(=O)n(-c2ccc(Cl)cc2)c(=O)c2c3c(sc21)COC(C)(C)C3

Screen / compound no.	17	18	19	20	21	22	23	24
L3MBTL1 inh	-10%	7%	-6%	0%	3%	6%	25%	0%
TRb SRC2 PPI	10%	5%	-7%	-14%	1%	-6%	0%	-2%
Tau ThT inhib	-5%	-20%	?	-2%	-3%	-11%	-7%	-3%
TexasRed fluor	-2%	0%	-1%	0%	-3%	-1%	4%	3%
ALDH1A1 block	0%	2%	13µM*	12%	14%	?	?	?
Tau fluor cs	-10%	-6%	-18%	3%	-2%	-18%	-15%	-5%
aGal spleen mod	-3%	-2%	-18%	-5%	-16%	-2%	?	9%
Tau fibril FP	-4%	6%	?	1%	-2%	?	-2%	-6%

From no. 17 to 21, copied from above:
17	CC(C)NC(=O)[C@H](CSCc1ccccc1)N1Cc2ccccc2C1=O
18	CCN(Cc1ccccc1)C(c1ccc(C)cc1)c1nnnn1C(C)(C)CC (stereo not given)
19	COCC(C)N=C1NN=C(c2cccs2)C(CC(=O)O)S1 (stereo not given)
20	CCCc1cc(N2CCCC(C(=O)NCC)C2)n2ncnc2n1 (stereo not given)
21	COc1ccccc1OCCNC(=O)c1cccs1

Screen / compound no.	17	18	19	20	21
L3MBTL1 inh	-10%	7%	-6%	0%	3%
TRb SRC2 PPI	10%	5%	-7%	-14%	1%
Tau ThT inhib	-5%	-20%	?	-2%	-3%
TexasRed fluor	-2%	0%	-1%	0%	-3%
ALDH1A1 block	0%	2%	13µM*	12%	14%
Tau fluor cs	-10%	-6%	-18%	3%	-2%
aGal spleen mod	-3%	-2%	-18%	-5%	-16%
Tau fibril FP	-4%	6%	?	1%	-2%

(next part)
25	CC(C)c1ccc(NC(=O)CCNS(=O)(=O)c2cccc3nsnc23)cc1
26	COc1ccc(-n2cc(CNCCc3ncc(C)[nH]3)c(-c3ccccc3Cl)n2)cc1
27	CC(=O)Nc1ccc(S(=O)(=O)N2CCc3nc(-c4ccccc4)c4c(c3C2)CO[C@@H](C)C4)cc1
28	CC(C)(C)c1ccc(OCCn2cc(C(=O)c3ccco3)c3ccccc32)cc1
29	CC(=O)N(Cc1cccnc1)c1nc2cc(C)cc(C)c2s1
30	O=C(c1ccco1)N1CCN(C(c2ccccc2F)c2nnnn2CC2CCCO2)CC1 (stereo not given)
31	O=C(Nn1c(SCc2ccc(F)cc2)nc2ccsc2c1=O)c1ccccc1
32	O=C(NCCc1cccc(Cl)c1)c1ccc(Cl)c([N+](=O)[O-])c1

Screen / compound no.	25	26	27	28	29	30	31	32
L3MBTL1 inh	.	-7%	.	.	.	.	-13%	-7%
TRb SRC2 PPI	-3%&-4%	-3%	-3%[11.2 µM]	0%	3%	3%	4%	-7%
Tau ThT inhib	-4%&-10%	?	0%[11.5 µM]	-12%	-12%	-3%	2%	?
TexasRed fluor	-2%&-8%	-4%	-6%[11.2 µM]	-19%	-1%	-1%	10%	0%
ALDH1A1 block	-15%	-2%	7%[13.5 µM]	.	.	?	7%	-11%
Tau fluor cs	-24%&-18%	-25%	-8%[11.6 µM]	?	-8%	-1%	-3%	?
aGal spleen mod	-12%	0%	10%[17.5 µM]	.	.	-2%	13%	7%
Tau fibril FP	?	9%	-5%[11.6 µM]	?	-2%	4%	5%	-4%

33	Cc1ccc(C)c(Cn2nnc3c(=O)[nH]c(C(=O)NCc4ccco4)nc32)c1
34	Cc1ccc(-n2ncc3c(=O)[nH]c(SCC(=O)N4CCCc5ccccc54)nc32)cc1
35	COc1ccc2cc(-c3cc(C(=O)OCC(=O)Nc4c(C)n(C)n(-c5ccccc5)c4=O)c4ccccc4n3)ccc2c1
36	CC1=C(C(=O)Nc2cccnc2)C(c2ccc(Cl)cc2)n2nc(SCc3ccccc3)nc2N1 (stereo not given)
37	CSc1ccccc1NC(=O)CN(Cc1ccccc1)S(C)(=O)=O
38	O=C(Nc1cccc(NC(=O)c2ccccc2[N+](=O)[O-])n1)c1ccccc1[N+](=O)[O-]
39	Cc1ccc(C(=O)N/N=C2\CCc3ccccc32)c(C)c1
40	Cc1cc(C)n(CCNC(=O)CC2C(=O)NCCN2Cc2ccc(C)o2)n1 (stereo not given)

Screen / compound no.	33	34	35	36	37	38	39	40
L3MBTL1 inh	-6%	?	11%	.	9%	-7%	-8%	8%
TRb SRC2 PPI	-16%	6%	-4%	2%	-3%	0%	2%	1%
Tau ThT inhib	-3%	-17%	3%	-14%	6%	-4%	10%	-12%
TexasRed fluor	1%	1%	-6%	-2%	5%	-3%	8%	0%
ALDH1A1 block	-14%	22%	10%	.	-9%	-17%	3%	0%
Tau fluor cs	-6%	0%	1%	-16%	-5%	-14%	7%	-3%
aGal spleen mod	4%	-8%	5%	.	0%	-13%	23%	10%
Tau fibril FP	?	1%	3%	-19%	-2%	3%	8%	-1%

41	COc1ccc(O)cc1
42	CCOC(=O)C1CCCN(c2oc(-c3ccc(F)cc3)nc2C#N)C1 (stereo not given)
43	O=C(C1CC(c2ccccc2O)=NO1)N1CCc2ccccc2C1 (stereo not given)
44	CN(Cc1nc(-c2cnccn2)no1)Cc1cccc2ccccc12
45	CCOc1cc(Br)c(C2C(C(=O)OC)=C(C)NC3=C2C(=O)c2ccccc23)cc1OCC (stereo not given)
46	Cc1ccc(C(=O)N2CCCC(C(=O)c3cc(F)ccc3F)C2)s1 (stereo not given)
47	C/C(CC(=O)NCc1ccco1)=N\NC(=O)C(c1ccccc1)c1ccccc1

Screen / compound no.	41	42	43	44	45	46	47
L3MBTL1 inh	-4%	-6%	.	?	.	11%	-5%
TRb SRC2 PPI	2%	5%	-9%	3%	10%	11%	-2%
Tau ThT inhib	.	-11%	-15%	-1%	?	0%	-6%
TexasRed fluor	-3%	-2%	-1%	-3%	-4%	0%	-3%
ALDH1A1 block	12%	?	-3%	2%	.	-6%	?
Tau fluor cs	.	-20%	-26%	2%	?	2%	2%
aGal spleen mod	6%	0%	20%	9%	.	-3%	6%
Tau fibril FP	.	0%	-5%	13%	11%	-3%	0%
